NS5 inhibitors: Dengue-2 NS5 methyltransferase inhibitors, primary screen, biochemical, confirmation dose response (AID 588689) | Dengue-2 NS5 methyltransferase capping enzyme assay, biochemical; higher % means a stronger effect | one-dose inhibition, % at 25 µM; IC50 in µM for titrated hits | 340,000 tested, 0.3% active; in the data active means a potency from the dose series
HEK293 NOD2/NF-kB: NOD2 signaling inhibitors, cell-based, luminescence, uHTS, HEK293 (AID 1566); inhibition, % at 4 µM, or EC50 in µM where a hit was titrated; 290,000 tested, 0.63% active; HEK293 NOD2/NF-kB luciferase reporter, luminescence; higher % means a stronger effect; further: many of its hits are not listed in these tables
West Nile virus CPE: West Nile virus antiviral activity, cell-based, CPE readout (AID 1621); West Nile virus-infected cells, CPE inhibition; higher % means a stronger effect; CPE inhibition, % at 10 µM; hits with a dose series show IC50 in µM; 290,000 tested, 0.02% active; in the data active means a potency from the dose series; further: strong numbers were not always called active
Yfh1-off respiration: enhancers of respiration in Yfh1-depleted yeast, dose response, Friedreich's ataxia, plus single-dose screen (AID 1465); S. cerevisiae Yfh1-off respiration, WST-1 reduction, 72 h; higher fold induction means a stronger effect; fold induction at 50 µM; hits with a dose series show EC50 in µM; 220,000 tested, 0.074% active;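 active means fold induction of absorbance versus untreated yeast above a set limit, then at least 30% activation at any dose in follow-up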;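 further: activators that raise dye reduction in frataxin-depleted yeast; strong numbers were not always called active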
AID2073: inhibitors of Mint1-CaV2.2 protein interaction, biochemical, HTRF (AID 2073). Voltage-dependent N-type calcium channel subunit alpha-1B (Homo sapiens). HTRF protein-protein interaction, Mint1-CaV2.2; higher % means a stronger effect. inhibition, % at 20 µM, or IC50 in µM where a hit was titrated. 290,000 tested, 0.19% active; in the data active means inhibition mostly above about 51%, no sharp cut-off; further: some results filed as inactive read as strong as hits
NOD1 inhibition: NOD1 signaling inhibitors, primary screen, cell-based, luminescence, uHTS (AID 1578). NOD1-driven NF-kB luciferase reporter cells, luminescence; higher % means a stronger effect. 290,000 tested, 1% active. inhibition, % at 4 µM, or EC50 in µM where a hit was titrated; in the data active means inhibition mostly above about 36%, no sharp cut-off; inactive means mostly below about 34%;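 further: HEK-293T reporter cells stimulated with the NOD1 agonist gamma-tri-DAP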
KOR beta-arrestin-1: KOR antagonists, beta-arrestin recruitment, cell-based, luminescence, uHTS (AID 1778) | KOR beta-arrestin recruitment, luminescence, antagonist mode; higher % means a stronger effect | inhibition, % at 10 µM, or IC50 in µM where a hit was titrated | 290,000 tested, 0.091% active; further: strong numbers were not always called active
KOR beta-arrestin-2: KOR agonists, beta-arrestin recruitment, primary screen, cell-based, luminescence, uHTS (AID 1777); Kappa-type opioid receptor (Homo sapiens); KOR beta-arrestin recruitment, luminescence; higher % means a stronger effect; activation, % at 10 µM, or EC50 in µM where a hit was titrated; 280,000 tested, 0.02% active; in the data active means activation above about 50%, passing the limit was not always enough; further: a part of the inactive calls stands beside numbers as strong as those of hits
HIV fusion peptide: inhibitors of HIV fusion peptide binding, primary screen, biochemical, uHTS, fluorescence dequenching (AID 1986). cell-free peptide binding, fluorescence dequenching, 30 min; higher % means a stronger effect. inhibition, % at 20 µM; hits with a dose series show IC50 in µM. 290,000 tested, 0.3% active; in the data active means inhibition mostly above about 52%, no sharp cut-off; inactive means mostly below about 76%; further: some results filed as inactive read as strong as hits
NS5 inhibitors pilot replicate: second read-out of NS5 inhibitors, no call of its own (marks repeat the call); inhibition, %; measured here: pilot screen replicate inhibition
* = called active by the depositor; i = inactive; . = no result given; [ ] = dose if it differs, or a comment. Unless noted, no stated cut-off is given here; in the data, active means inhibition above about 50%; inactive means the rest.

SMILES	NS5 inhibitors	HEK293 NOD2/NF-kB	West Nile virus CPE	Yfh1-off respiration	AID2073	NOD1 inhibition	KOR beta-arrestin-1	KOR beta-arrestin-2	HIV fusion peptide	others
CCOC(=O)N1CCN(C(=O)c2cccn3c(=O)c4cc(Cl)ccc4nc23)CC1	-1.6%	5.6%	-0.3%	i	44.9%	-0.5%	-28.3%	4.1%	-1.6%
Cc1cc(OCCN2CCCC2)ccc1[N+](=O)[O-]	-1.3%	15.5%	0.2%	i	0.0%	-24.0%	.	-0.3%	2.6%
CC(=O)O/N=C1\C(=O)N(Cc2ccc(C)cc2)c2ccccc21	-6.6%	-52.6%	-0.5%	i	9.5%	23.5%	10.8%	0.1%	2.4%
Cc1ccc(OCc2ccccc2Br)c([N+](=O)[O-])n1	-3.2%	-9.7%	-0.4%	.	2.0%	-2.7%	-36.0%	-1.5%	2.1%
CCC(Sc1ccc(C(=O)O)cc1)C(=O)O (configuration not stated)	3.7%	12.7%	0.1%	i	2.7%	-22.7%	9.3%	-5.7%	2.5%
CCC1Oc2ccccc2N(CC(=O)NCCCN2CCN(c3ccc(OC)cc3)CC2)C1=O (configuration not stated)	-6.2%	17.2%	-0.4%	.	-9.2%	0.8%	-38.7%	-4.4%	0.6%
Cc1ccc2[nH]c(C)cc(=S)c2c1	-0.7%	9.1%	0.4%	i	-0.5%	6.2%	-19.6%	2.5%	-2.1%
O=C(Nc1ccccc1Cl)C1CC(=O)N(c2ccccc2)C1 (configuration not stated)	.	-17.3%	0.6%	i	7.4%	-4.2%	2.9%	-1.9%	-0.1%
Cc1ccccc1NC(=O)C(=O)NNC(=O)COc1ccc2ccccc2c1	-6.5%	-3.3%	0.8%	.	8.4%	-7.9%	-9.1%	-0.3%	20.7%
NS(=O)(=O)c1ccc(CCNC(=O)c2cnccn2)cc1	-9.9%	2.8%	0.3%	.	-7.0%	-38.8%	-22.0%	2.4%	-0.7%
N#Cc1cn(CCCOc2ccccc2)c2ccccc12	-2.7%	-0.3%	-0.4%	i	2.9%	-3.1%	18.7%	-4.5%	0.4%
Cc1cccc(-n2ncc3c(NCc4ccccc4)ncnc32)c1	-6.9%	-53.1%	0.5%	i	7.9%	-29.9%	-33.5%	5.3%	1.5%
COc1ccccc1N1CCN(CC(=O)N2CCCC2)CC1	6.6%	1.3%	-0.1%	i	4.3%	-34.0%	-38.3%[20 µM]	.	-0.3%
CSc1nc(NCc2ccco2)c2sc3nc(C(C)C)c4c(c3c2n1)CC(C)(C)OC4	1.4%	-11.6%	2.3%	i	25.1%	15.4%	-6.5%	2.1%	18.9%
O=C(COc1cccnc1[N+](=O)[O-])NCc1ccc(F)cc1	-8.2%	13.4%	-0.5%	.	-0.2%	4.3%	-7.0%	-1.8%	0.6%
O=[N+]([O-])c1ccc(Sc2ccc(Cl)c(Cl)c2)nc1	1.6%	-11.5%	0.5%	i	-17.5%	-6.8%	5.4%	0.8%	1.1%
O=C(CSCC(=O)c1ccccc1)Nc1ccccc1Cl	-1.6%	13.3%	0.0%	i	-5.5%	-21.9%	12.5%	-1.0%	-3.3%
COc1ccc(N2C(=O)C(CC(=O)Nc3ccccc3)N(Cc3cccs3)C2=O)cc1 (configuration not stated)	-9.7%	0.3%	0.1%	i	2.6%	-5.0%	-12.1%	1.6%	1.1%
CCCCOCC(O)Cn1c(C)nc2ccccc21 (configuration not stated)	1.0%	5.7%	-0.5%	i	2.6%	-5.1%	18.1%	-4.9%	-1.4%
S=c1[nH]nc(CN2CCCCC2)n1Cc1ccccc1	-2.2%	16.2%	0.9%	i	-2.7%	-21.4%	10.3%	-9.7%	2.1%

5 entries from above, arranged by formula weight, rising:
SMILES	NS5 inhibitors	HEK293 NOD2/NF-kB	West Nile virus CPE	Yfh1-off respiration	AID2073	NOD1 inhibition	KOR beta-arrestin-1	KOR beta-arrestin-2	HIV fusion peptide	others
NS(=O)(=O)c1ccc(CCNC(=O)c2cnccn2)cc1	-9.9%	2.8%	0.3%	.	-7.0%	-38.8%	-22.0%	2.4%	-0.7%
O=C(CSCC(=O)c1ccccc1)Nc1ccccc1Cl	-1.6%	13.3%	0.0%	i	-5.5%	-21.9%	12.5%	-1.0%	-3.3%
Cc1ccccc1NC(=O)C(=O)NNC(=O)COc1ccc2ccccc2c1	-6.5%	-3.3%	0.8%	.	8.4%	-7.9%	-9.1%	-0.3%	20.7%
CCOC(=O)N1CCN(C(=O)c2cccn3c(=O)c4cc(Cl)ccc4nc23)CC1	-1.6%	5.6%	-0.3%	i	44.9%	-0.5%	-28.3%	4.1%	-1.6%
COc1ccc(N2C(=O)C(CC(=O)Nc3ccccc3)N(Cc3cccs3)C2=O)cc1 (configuration not stated)	-9.7%	0.3%	0.1%	i	2.6%	-5.0%	-12.1%	1.6%	1.1%

The list continues:
SMILES	NS5 inhibitors	HEK293 NOD2/NF-kB	West Nile virus CPE	Yfh1-off respiration	AID2073	NOD1 inhibition	KOR beta-arrestin-1	KOR beta-arrestin-2	HIV fusion peptide	others
CCN(CC)c1ccc(-c2n[nH]c(=S)n2-c2ccccc2)cc1	2.4%	11.1%	-1.3%	i	14.7%	-1.4%	-0.4%	-4.6%	-1.2%
COCN(C#N)c1nc(N(C)C)nc(N(C)C)n1	-1.5%	18.9%	-0.3%	i	-0.1%	-10.7%	13.5%	-2.3%	0.7%
O=C1C2ON(c3ccccc3)C(c3ccccn3)C2C(=O)N1c1ccc(Br)cc1 (configuration not stated)	5.4%	3.7%	0.1%	i	6.1%	-5.4%	20.3%	-5.7%	0.3%
CC(=O)Nc1ccc(OCC(O)CN2CCN(c3cccc(Cl)c3)CC2)cc1 (configuration not stated)	-4.6%	-9.9%	-1.5%	i	6.6%	-18.9%	13.6%	-4.7%	-0.5%
CC(=O)c1cc2c(cc1NC(=O)CN1CCC(Cc3ccccc3)CC1)OCO2	6.9%	-21.5%	0.0%	i	-3.0%	27.4%	-20.2%	3.0%	-4.5%
Cc1ccccc1C(=O)N1CCc2ccccc2C1	-2.8%	-18.3%	-0.1%	i	-3.9%	.	7.0%	-2.7%	-5.2%
NC(=O)C1CCN(C(c2ccccc2F)c2nnnn2Cc2ccco2)CC1 (configuration not stated)	-10.2%	6.6%	0.6%	i	-14.5%	-0.4%	-11.5%	4.7%	-0.1%
CN(Cc1ccccc1)C(=O)Cn1nc(C(F)(F)F)c2c1CCC2	-5.7%	17.6%	0.1%	i	-10.6%	-10.7%	-9.5%	6.5%	-1.7%
N#Cc1nc(-c2ccco2)oc1NCc1ccccc1Cl	.	13.1%	0.0%	i	13.0%	-8.8%	7.2%	4.2%	0.5%
C/C(=N/NC(=O)c1ccc(C)nc1)c1ccc2c(c1)CCCC2	0.0%	5.2%	-0.2%	i	13.2%	-6.8%	-7.5%	0.2%	-0.4%
COc1ccc(N2C(=O)[C@H]3[C@@H](C2=O)C2c4ccccc4C=NN2[C@H]3C(=O)C(C)(C)C)cc1 (some centres not stated)	-2.3%	5.9%	-0.4%	i	10.4%	-1.9%	-28.6%	-2.1%	-1.1%
CCOC(=O)C1=C(C)NC(=O)NC1c1c(OC)ccc2ccccc12 (configuration not stated)	8.9%	4.8%	-1.1%	.	14.8%	-31.2%	-15.4%[20 µM]	-3.8%	1.3%
S=C1NC[C@H](Cc2ccccc2)N1CCCCC1CCCCC1	-1.2%	21.0%	-1.3%	i	13.7%	18.2%	-6.2%	-2.5%	1.1%
CN(C)/C=C/C(=O)c1ccc(-n2cccc2)cc1	-17.4%	-71.4%	0.9%	i	10.7%	-27.4%	17.7%	-6.9%	7.8%
Cc1ccccc1C(=O)N1CCc2cc(-c3nc(NC(=O)Cc4ccc5c(c4)OCO5)sc3C)ccc21	6.4%	9.0%	-1.5%	i	13.4%	54.3%	-91.0%	3.3%	13.7%
COc1ccc(CCn2c(O)cc3nn(-c4nc5ccccc5s4)c(=O)c-3c2C)cc1	-0.8%	-27.0%	0.3%	i	67.1%	2.9%	19.5%	0.3%	56.7%
COc1cc(S(=O)(=O)NC2CCCCC2)ccc1Cl	-1.3%	4.8%	0.0%	i	-4.0%	-32.0%	-32.0%	-1.3%	0.3%
CCN1C(=O)c2ccccc2S(=O)(=O)c2ccc(C(=O)NCc3cccnc3)cc21	-2.1%	6.5%	0.0%	i	9.5%	-9.4%	36.8%	-5.3%	-0.2%
O=C(CSc1nc(O)c(Cc2ccccc2)c(=O)[nH]1)Nc1nc2c(s1)CCCC2	-3.8%	11.3%	-0.3%	i	0.7%	-7.5%	17.1%[20 µM]	-5.1%	6.0%
Cn1c(=O)cc(OCC(=O)Nc2ccccn2)c2ccccc21	1.4%	20.8%	-0.5%	i	-5.3%	-9.3%	-7.4%	-2.1%	1.5%	NS5 inhibitors pilot replicate=0.2
CCOC(=O)N1CCc2c(sc3c2c(=O)n(Cc2ccccc2)c(=O)n3CC(=O)NCCOC)C1	-5.4%	15.2%	-1.1%	i	-5.3%	-17.1%	-13.2%	-3.2%	0.1%
S=C(NCc1ccncc1)Nc1ccc(Br)cc1	-3.4%	10.7%	-1.0%	.	-11.9%	7.2%	-53.3%[20 µM]	4.8%	-0.7%
Cc1ccc(Nc2ccc(N3CCN(c4ccc([N+](=O)[O-])cc4)CC3)nn2)cc1	-6.4%	-0.1%	0.2%	i	32.4%	-12.8%	-10.7%	1.2%	-0.4%
COc1cc(SC)ccc1C(=O)N1CCCCCC1	-9.7%	-4.7%	-0.6%	i	6.6%	-14.3%	-34.6%	-2.0%	-1.4%
CCOC(=O)c1sc(N(Cc2ccccc2)C(=O)CSc2nnc(C3CC3)n2N)nc1C	0.8%	6.7%	-0.2%	i	-7.6%	-48.8%	-15.2%	2.9%	0.1%
CCSc1ncc(C)cc1[N+](=O)[O-]	-0.7%	13.5%	-1.1%	i	1.6%	10.4%	.	-1.0%	-0.6%
CCN1CCCC1CNC(=O)c1cn(C)c2ccc(S(=O)(=O)N3CCCCCC3)cc2c1=O (configuration not stated)	0.0%	15.9%	0.3%	i	6.7%	-18.5%	11.3%	7.9%	0.3%
Cc1nnc(SCc2ccccc2Cl)n1CC1CCCO1 (configuration not stated)	-2.9%	0.8%	-0.1%	i	21.5%	1.7%	-25.7%	1.7%	-1.3%
CCCOc1ccccc1NC(=O)/C=C/C(N)=O	-8.8%	12.2%	-0.3%	i	1.0%	-5.1%	-32.8%	0.7%	4.8%
COc1ccc2cc3cc(C(=O)N4CCN(C5CCCCC5)CC4)oc3nc2c1	-7.1%	-8.1%	-0.6%	.	25.8%	-3.8%	7.6%	-2.5%	-0.1%
COCCCNC(=O)c1cccc(NC(=O)c2ccccc2)c1	2.2%	10.1%	-0.2%	i	3.8%	-20.3%	-10.5%	3.0%	1.9%
COc1ccc(CNC(=O)C2CCN(S(=O)(=O)c3ccc4c(c3)NC(=O)CO4)CC2)cc1	-8.0%	6.0%	0.2%	.	4.4%	9.5%	-65.2%	9.9%	0.0%

Random excerpt: 2 records from the list
SMILES	NS5 inhibitors	HEK293 NOD2/NF-kB	West Nile virus CPE	Yfh1-off respiration	AID2073	NOD1 inhibition	KOR beta-arrestin-1	KOR beta-arrestin-2	HIV fusion peptide	others
COc1ccc(CNC(=O)C2CCN(S(=O)(=O)c3ccc4c(c3)NC(=O)CO4)CC2)cc1	-8.0%	6.0%	0.2%	.	4.4%	9.5%	-65.2%	9.9%	0.0%
CCCOc1ccccc1NC(=O)/C=C/C(N)=O	-8.8%	12.2%	-0.3%	i	1.0%	-5.1%	-32.8%	0.7%	4.8%

Screens deposited in PubChem BioAssay by several laboratories.

Some of the compounds tested (hit frequency here may not be typical).
